SDO1 yeast rescue: growth rescue of sdo1-depleted yeast, primary screen, S. cerevisiae, bone marrow failure model; S. cerevisiae sdo1-depleted JHY4D growth rescue, OD600 30 h; stronger effect = higher value; pdr5 snq2 efflux-pump mutant strain; z-score at 10 µM; 0.21% of 140,000 active;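 active = z-score above 3 at both the 24 hr and the 30 hr optical density reads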;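 also: z-score against mean and SD of all compound wells on the same plate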
INS promoter inh: inhibitors of insulin promoter-driven GFP, primary screen, imaging, TRM-6 cells (human fetal islet line), eGFP reporter, cell count. reporter expression induced with tamoxifen. inhibition, % at 2 µM. 0.9% of 130,000 active. AID 1273, 2008;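 active = inhibition above the mean plus 3 SD, with well images judged a real hit on visual review, cut at about 60% in these data, passing the limit was not always enough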
SDO1 yeast rescue Rescue 24 h: recorded beside SDO1 yeast rescue, whose call it bears; z-score; S. cerevisiae sdo1-depleted JHY4D growth rescue, OD600; measured here: growth rescue at 24 h;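 0 is the plate mean of compound wells and units are plate SD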
* marks the source's active call; other numbers are inactive results; . = not tested or not shown; [ ] = another dose, or the depositor's remark.

SMILES	SDO1 yeast rescue	SDO1 yeast rescue Rescue 24 h	INS promoter inh
CCOC(=O)C1(C)/C(=N/Nc2ccc(Cl)cc2)C(=O)C(=O)N1c1ccccc1 (stereo not given)	0.6	1.3	14
CCN(Cc1ccccc1)C(c1ccncc1)c1nnnn1C(C)(C)C (stereo not given)	-0.1	0.24	.
Cc1cccc(N2CC3=C(C2=O)C(c2ccccc2)NC(=O)N3C)c1 (stereo not given)	-1.3	-1.6	0
CC1(C)CC(=O)C2=C(C1)OC(N)=C(C#N)C21C(=O)N(CN2CCOCC2)c2ccccc21 (stereo not given)	1.3	1.8	71
CCSc1ccc(-c2ccc(C)cc2)nn1	.	.	-11
Cc1ccc(C(=O)N2CCN(S(=O)(=O)c3ccccc3[N+](=O)[O-])C2)cc1	.	.	40
COC(=O)[C@@]1(Cc2ccc(F)cc2)[C@H]2c3cc(C(=O)N(C)C)n(Cc4ccccn4)c3C[C@H]2CN1C(=O)c1ccccc1	0.39	-0.29	0
CC(C)c1ccc(NCCC(=O)c2ccc(Br)cc2)cc1	-0.63	-0.21	.
Cc1cccc(C)c1NS(=O)(=O)c1ccc(F)cc1	0.37	-0.38	58
O=C(/C=C/c1ccccc1)NC(=S)Nc1ccc(N2CCOCC2)c(Cl)c1	0.88	2.6	-7
COc1cccc(Cn2c(NCc3ccco3)nc3c2c(=O)n(C)c(=O)n3C)c1	0.72	0.32	.
COc1nc(NCCO)nc(Nc2ccc([N+](=O)[O-])cc2)n1	0.31	0.48	7
Nc1cc(=O)nc(SCc2ccccc2)n1Cc1ccco1	1	0.13	12
Cc1c(Cl)c([N+](=O)[O-])nn1CCCC(=O)Nc1cc(Oc2ccccc2)cc([N+](=O)[O-])c1	0.34	0.33	.
COc1ccc(C(=O)c2oc3ccccc3c2N)cc1	-2.5	-1.5	-306
COC(=O)N/N=C/c1cc(C)n(-c2ccccc2)c1C	0.94	1.5	.
Nc1nnc(CCN2C(=O)CSC2=O)s1	0.26	0.6	25
CC1CCCCN1c1ncnc2ccccc12 (stereo not given)	0.03	-0.4	-46
N#Cc1c(-c2cccs2)cc(C2CC2)nc1SCC(N)=O	-1.7	-0.84	9
COCc1cc(=O)[nH]c(SCC(=O)Nc2ccccc2)n1	-0.87	-1.5	57
Cc1ccc(OCC(=O)c2cc(C)n(C3CC3)c2C)c([N+](=O)[O-])n1	0.38	-0.18	.
Cc1cc(C)cc(N=c2c([N+](=O)[O-])nn(-c3ccc4c(c3)OCCO4)n2O)c1	.	.	36
COc1ccc(/C=C/C(=O)OCc2cc(=O)n3c(n2)sc2ccccc23)cc1	-0.09	0.37	.
CCOc1cccc(OCCOc2ccccc2[N+](=O)[O-])c1	-0.6[10.5 µM]	0.1	21
COc1ccc(C(C#N)(CCC#N)CCC#N)cc1OC	-1.4	-2.1	-36

Remaining list, next part.
SMILES	SDO1 yeast rescue	SDO1 yeast rescue Rescue 24 h	INS promoter inh
Cc1ccc(NC(=O)c2cc(NC(=O)C3CC=CCC3C(=O)O)ccc2N2CCOCC2)cc1Cl (stereo not given)	-0.64	-1.7	-10
CNc1ccc(OC(F)F)cc1C(=O)c1ccccc1	-1.1	-1.3	.
O=C(NCC1CCCO1)c1csc2c1CCCC2 (stereo not given)	0.76	0.66	.
Cn1c(=O)c2c(nc(NCc3ccccc3)n2Cc2ccc(F)cc2)n(C)c1=O	-1.5	-1.3	.
Cc1ccc(NC(=O)c2ccc3ccccc3n2)nc1	-0.94	-0.7	-24
CN(C)S(=O)(=O)c1ccc(NC(=O)CSc2n[nH]c(=O)n2C2CC2)cc1	.	.	-43
CC(C)NCc1cccc([N+](=O)[O-])c1	0.51	0.25	.
COc1ccc(-c2nc(CS(=O)CC(=O)NCc3ccccn3)c(C)o2)cc1 (stereo not given)	1.3	1.3	.
O=C(CCNC(=O)Cn1ccc2ccccc2c1=O)NCCN1CCN(c2ccccc2F)CC1	.	.	-14
O=C(Nc1c(C(=O)N2CCOCC2)cnn1-c1ccccc1)c1ccco1	0.85	0.92	-64
COc1ccc(-c2csc(NC(=O)c3ccco3)n2)cc1	-0.28	-0.21	-33
O=C(NCc1cccs1)c1cccnc1C(=O)O	-0.25	-0.72	-43
CC(=O)c1ccc(OCC(C)C)c(Cc2c(O)nc(N)[nH]c2=O)c1	0.47	0.09	41
CCCC[n+]1ccc(-c2nc3ccc([N+](=O)[O-])cc3[nH]2)cc1	0.7	0.97	9
CCOc1cccc2cc(C(N)=O)c(=NCc3ccccc3)oc12	-0.86	-0.31	-34
CCC(=S)/C=C1\Sc2ccc3ccccc3c2N1CCCS(=O)(=O)O	-0.62	-1.1	.
Cc1ccc(C(=O)NCc2ccc(Cl)cc2)o1	-0.49	0.54	-204
COc1ccc(OC)c(/C=N/NC(=O)CN2CCSCC2)c1	0.03	-0.35	-76
COc1ccc(CC(=O)Nc2ccccc2C(=O)N2CCOCC2)cc1OC	0.78	-0.14	29
CCC(=O)Nc1cc(OC)cc(OC)c1	.	.	24
CCC(C)c1ccc(NC(=S)NC2CCN(Cc3ccccc3)CC2)cc1 (stereo not given)	-0.68	-1.1	.
O=C(NCCc1ccccc1)/C(=C\c1ccc([N+](=O)[O-])cc1)NC(=O)c1ccc(Br)cc1	-0.03	1.3	-10
CCN(CC)c1nc(C(N)=O)cc(-c2ccccc2)n1	-2.3	-1.5	0
CCCCN1C(=O)C(O)(CC(=O)c2ccccc2OC)c2ccccc21 (stereo not given)	0.12	-0.84	2
Cn1cccc1C(=O)NC(=O)COC(=O)CC12CC3CC(CC(C3)C1)C2	-0.77	-0.27	26

Next part:
SMILES	SDO1 yeast rescue	SDO1 yeast rescue Rescue 24 h	INS promoter inh
CSc1ccc(S(=O)(=O)NCc2ccccc2Cl)cc1	-0.86	0.32	-41
CCc1nnc(NC(=O)c2cc3c(s2)CCCCC3)s1	.	.	-8
COc1cccc(CC(=O)Nn2c(C)nc3ccccc3c2=O)c1	-0.07	-0.3	25
C/C(CC(=O)Nc1cc(C)ccn1)=N\NC(=O)c1cccc(C)c1	.	.	33
COc1ccc(S(=O)(=O)N2CCOCC2)cc1NC(=O)CSc1n[nH]c(C(C)C)n1	.	.	-56
CC(C)OC(=O)c1cc(=O)[nH]c2ccccc12	1.2	2.8	.
Cc1ccc(NC(=O)N2CCC(C(=O)NCCC3=CCCCC3)CC2)cc1	0.71	0.63	.
Cc1onc(-c2ccccc2Cl)c1C(=O)Nc1cccnc1	-0.05	-0.6	-426
O=C(CCl)Nc1cc(S(=O)(=O)N2CCCCCC2)ccc1Cl	-0.14	0.07	-17
Cc1ccc(NC(=O)CS(=O)CC(=O)NCC2OCCc3ccccc32)c(C)c1 (stereo not given)	1.1	0.85	.
CC(C)OC(=O)c1c(NC(=O)CCC(=O)O)sc2c1CCCCC2	-0.64	-0.33	67*
CCOC(=O)C(Oc1ccc2c(-c3ccccc3)cc(=O)oc2c1C)c1ccccc1 (stereo not given)	1.3	1.2	.
O=C(O)CC1(CC(=O)Nc2ccc(Br)cc2)CCCCC1	.	.	55
CCN(CC)CCN1C(=O)C(=O)/C(=C(/O)c2cccc(OC)c2)C1c1ccccn1 (stereo not given)	-1.5	-1.3	-55
CCOc1cc(C2C(C#N)=C(N)OC3=C2C(=O)CC(C)(C)C3)cc([N+](=O)[O-])c1O (stereo not given)	.	.	-18
Cc1ccc(/C=C/C(=O)c2cc(Br)ccc2OC(=O)c2ccco2)cc1	-1.1	-0.76	-30
O=C(Nc1ccc(C(=O)Oc2ccccc2)c(O)c1)c1ccco1	-1	-1	-32
N#CC(c1ccc(O)cc1)N1CCOCC1 (stereo not given)	0.33	-0.42	61
Cc1ccc(CNC(=O)CCNC(=O)c2ccco2)cc1	1.1	1.1	29
CCCCc1ccc(NC(=S)NCc2cccs2)cc1	-2.2	-1.1	-23
CC(=N\O)/C(CN(C)C)=N/O	0.25	0.11	-21
CCc1c(O)nc(N2CCN(Cc3ccccc3)CC2)[nH]c1=O	-0.51	-1.1	25
COc1ccc(C(C)=O)cc1COC(=O)CNC(=O)c1cc(C)cc(C)c1	0.18	-0.79	0
Cn1c(Oc2ccc(Cl)cc2)c(C=O)c2ccccc21	-1.6	-0.7	32
CCOc1ccc(/C=N/N2C(=O)C(CC(=O)Nc3ccc(F)cc3F)SC2=NC)cc1OC (stereo not given)	-1.2	0	-11

Grouped by structure: those above containing fluorine.
SMILES	SDO1 yeast rescue	SDO1 yeast rescue Rescue 24 h	INS promoter inh
COC(=O)[C@@]1(Cc2ccc(F)cc2)[C@H]2c3cc(C(=O)N(C)C)n(Cc4ccccn4)c3C[C@H]2CN1C(=O)c1ccccc1	0.39	-0.29	0
Cc1cccc(C)c1NS(=O)(=O)c1ccc(F)cc1	0.37	-0.38	58
CNc1ccc(OC(F)F)cc1C(=O)c1ccccc1	-1.1	-1.3	.
Cn1c(=O)c2c(nc(NCc3ccccc3)n2Cc2ccc(F)cc2)n(C)c1=O	-1.5	-1.3	.
O=C(CCNC(=O)Cn1ccc2ccccc2c1=O)NCCN1CCN(c2ccccc2F)CC1	.	.	-14
CCOc1ccc(/C=N/N2C(=O)C(CC(=O)Nc3ccc(F)cc3F)SC2=NC)cc1OC (stereo not given)	-1.2	0	-11

Back to the main list; the two compounds before the break are reprinted first.
SMILES	SDO1 yeast rescue	SDO1 yeast rescue Rescue 24 h	INS promoter inh
Cn1c(Oc2ccc(Cl)cc2)c(C=O)c2ccccc21	-1.6	-0.7	32
CCOc1ccc(/C=N/N2C(=O)C(CC(=O)Nc3ccc(F)cc3F)SC2=NC)cc1OC (stereo not given)	-1.2	0	-11
O=C(CC1C(=O)NCCN1C(=S)Nc1ccccc1)Nc1ccc2c(c1)OCCO2 (stereo not given)	2.2	1.1	11
COc1ccc(-c2csc(NC(=O)C3CC(=O)N(c4ccc5c(c4)OCCO5)C3)n2)cc1 (stereo not given)	-1.3	-0.88	18
Cc1nc(N2CCOCC2)nc(OCCN(C)C)c1[N+](=O)[O-]	2	3.1	-8
Cc1ccc(N2C(=O)CC(NNc3nc4ccccc4s3)C2=O)cc1C (stereo not given)	-0.66	0.07	-10
O=C(COC(=O)c1ccc(Cl)s1)c1ccc[nH]1	.	.	-9
COc1ccccc1NC(=O)c1ccc(NC(=O)COC(=O)C(C)C)cc1	0.38	-0.2	.
COCC(=O)Nc1cccc2ccccc12	1.2	0.74	45
CC(C)(O)C#Cc1ccc(C(=O)NCc2ccccc2F)cc1	-0.21	0.86	-31
COc1ccc(/C(O)=C2/C(=O)C(=O)N(CCN3CCOCC3)C2c2ccccn2)cc1OC (stereo not given)	0.63	0.49	64
Cc1cc(OC(=O)C(C)(C)C)c([N+](=O)[O-])c(=O)[nH]1	.	.	0
CCCCOc1ccc(C(=O)NC(=S)Nc2ccc(CN3CCOCC3)cc2)cc1	0.47	2.3	-8
Cc1cc(C)cc(N(CC(=O)Nc2ccc(-c3nc4ccc(C)cc4s3)cc2)S(C)(=O)=O)c1	-0.68	-0.32	.
O=C(Nc1ccc(Nc2ccccc2)cc1)N1CCOCC1	-0.37	-0.86	17
Cc1cc(NC(=O)c2ccco2)ncc1NC(=O)Cc1ccccc1	1.2	1.2	52
CNC(=O)c1ccsc1NC(=O)c1ccc(S(=O)(=O)N2CCCc3ccccc32)cc1	-0.39	-0.02	17
Cc1ccc(CNC(=O)CNS(=O)(=O)c2cccc3nsnc23)cc1	2.3	3.2	.
CCNS(=O)(=O)c1ccc2nc(NC(=O)c3cccnc3)sc2c1	0.53	1.4	53
O=C(NC(=S)Nc1ccc(C(=O)N2CCOCC2)cc1)c1ccc([N+](=O)[O-])cc1	0.51	-0.35	.
COc1ccc(/C=C2/CC/C(=C\c3ccc(OC)c(OC)c3OC)C2=O)c(OC)c1OC	-0.16	0.62	33
CN(C1CCCCC1)S(=O)(=O)c1ccc(C(=O)O)cc1	-0.72	-0.43	28
CCOc1ccc(C2N(c3cc(Cl)ccc3OC)C(=O)C3CCCN32)cc1OC (stereo not given)	0.78	0.97	.
CC1(C)CSC(=S)N1S(=O)(=O)c1ccccc1	-0.1	-0.36	.
O=C(c1cccnc1Nc1ccc2c(c1)CCC2)N1CCOCC1	-0.3	-0.33	-62
CCOC(=O)/C(C#N)=C/c1c(Oc2cc(C)cc(C)c2)nc2ccccn2c1=O	-0.57	-0.31	.
COc1cccc(/C=C2\SC(N)=NC2=O)c1OS(=O)(=O)c1ccccc1	.	.	40

(list continues)
SMILES	SDO1 yeast rescue	SDO1 yeast rescue Rescue 24 h	INS promoter inh
COC(=O)CN1C(C)=Nc2ccc(Br)cc2C1c1ccccc1 (stereo not given)	0.06	-0.33	13
O=C1CCCC2=C1C1c3ccccc3C(=O)N1c1ccc(C(=O)c3ccccc3)cc1N2 (stereo not given)	-0.12	-0.85	-14
Nc1c(C(=O)O)cnc2nc(N3CCOCC3)nn12	.	.	-17
COCC(=O)Nc1nc2n(n1)C(c1ccc(Cl)cc1)CC(c1ccc(OC)cc1)N2 (stereo not given)	-0.1	-0.55	.
COc1ccc(-c2nc3c(c(=O)c4ccccc4n3C)c(=O)n2Cc2ccccc2)cc1	-0.6	0.98	43
COc1ccc2nc(NC(=O)Cc3cccs3)sc2c1	0.11	0.57	27
CCCC(=O)c1c[nH]c(C(=O)NCc2cccnc2)c1	.	.	-8
N/C(=N\OC(=O)CC1CCCCC1)c1cccc([N+](=O)[O-])c1	-1.2	-1.1	24
c1c2c(cc3sc(N4CCOCC4)nc13)OCCO2	2.2	2.1	.

3 compounds out of the list, arranged by count of non-hydrogen atoms, rising:
SMILES	SDO1 yeast rescue	SDO1 yeast rescue Rescue 24 h	INS promoter inh
CCCC(=O)c1c[nH]c(C(=O)NCc2cccnc2)c1	.	.	-8
COC(=O)CN1C(C)=Nc2ccc(Br)cc2C1c1ccccc1 (stereo not given)	0.06	-0.33	13
O=C1CCCC2=C1C1c3ccccc3C(=O)N1c1ccc(C(=O)c3ccccc3)cc1N2 (stereo not given)	-0.12	-0.85	-14

High-throughput results: PubChem BioAssay, several laboratories
